CCR6 antagonist – CCR6 (human) receptor antagonism; CHO-K1 CCR6 PathHunter beta-arrestin, luminescence, CCL20-stimulated; inhibition, % at 20 µM; 340,000 compounds, 0.49% hits;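 active means compounds whose inhibition of the agonist-driven luminescence signal at 20 µM reaches about 50%, limit read from the data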;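 further: cells stimulated with CCL20 at 14 nM final; plate controls were DMSO with CCL20 for no effect and DMSO without agonist for full effect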
Target sequence (P51684 whole entry, looked up): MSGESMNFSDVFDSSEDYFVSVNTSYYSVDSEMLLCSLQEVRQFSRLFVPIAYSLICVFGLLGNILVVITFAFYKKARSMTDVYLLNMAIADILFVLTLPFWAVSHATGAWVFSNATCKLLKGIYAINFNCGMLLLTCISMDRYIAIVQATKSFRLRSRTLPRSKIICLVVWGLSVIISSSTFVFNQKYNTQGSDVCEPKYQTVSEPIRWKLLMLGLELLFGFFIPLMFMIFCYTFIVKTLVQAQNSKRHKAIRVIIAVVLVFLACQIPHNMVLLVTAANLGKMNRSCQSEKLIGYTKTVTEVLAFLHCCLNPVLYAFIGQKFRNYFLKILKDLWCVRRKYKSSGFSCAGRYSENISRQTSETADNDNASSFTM
APJ antagonist – antagonists of human APJ apelin receptor; P35414; CHO-K1 APJ beta-arrestin complementation, luminescence; inhibition, % at 20 µM; 330,000 compounds, 0.32% hits;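 active means inhibition above about 40% at 20 µM, limit read from the data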;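 further: cells challenged with 10 nM apelin-13 agonist together with compound; plate controls were apelin-13 plus DMSO wells for no effect and DMSO wells lacking apelin-13 for full effect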
EBI2 antag – antagonists of human EBI2 receptor; EBI2 beta-arrestin recruitment, luminescence, 7a,25-OHC stimulated; P32249; AID 651636; inhibition, % at 5 µM; 360,000 compounds, 0.81% hits; in the data active means inhibition above about 38%;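 further: enzyme fragment complementation signal reports receptor beta-arrestin coupling in cells; 0% = agonist plus DMSO wells and 100% = wells without agonist; some results beyond the cut were filed as inactive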
Gli-Sufu block – antagonists of Gli-Sufu signaling; Sufu-KO-LIGHT fibroblasts, Gli luciferase reporter luminescence; inhibition, % at 5 µM; 340,000 compounds, 0.74% hits;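 active means inhibition above about 55%, limit read from the data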;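 further: 0% = DMSO-treated cells and 100% = wells with medium but no cells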
UBC13 polyUb – inhibitors of human UBC13 polyubiquitin chain formation | 330,000 compounds, 0.47% hits | inhibition, % at 20 µM | TR-FRET | AID 485273; in the data active means inhibition above about 45%, passing the limit was not always enough
Target sequence (P61088 whole entry, looked up): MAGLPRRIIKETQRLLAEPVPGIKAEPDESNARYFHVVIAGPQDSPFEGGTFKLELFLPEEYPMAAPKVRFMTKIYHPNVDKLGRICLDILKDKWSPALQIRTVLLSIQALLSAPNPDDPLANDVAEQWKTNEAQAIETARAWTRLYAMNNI
CXCR6 inh – blocks human CXCR6 beta-arrestin recruitment. O00574. CHO-K1 PathHunter CXCR6 beta-arrestin, luminescence. inhibition, % at 20 µM. 360,000 compounds, 0.36% hits. AID 602244; in the data active means inhibition above about 34%, passing the limit was not always enough;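 further: antagonist mode with CXCL16 agonist at 10 nM final; 0% = 10 nM CXCL16 with DMSO and 100% = unstimulated wells without agonist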
APJ ag – activates the human apelin receptor APJ; P35414; CHO-K1 APJ PathHunter beta-arrestin, luminescence; 0% DMSO wells, 100% apelin; activation, % at 20 µM; 330,000 compounds, 0.11% hits; AID 2520;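 active means activation more than six SD over the plate average, tested at 20 µM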;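 further: 0% = DMSO alone and 100% = apelin-13 at 10 nM; some results filed as inactive read as strong as hits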
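Test system: CHO-K1 APJ beta-arrestin complementation cell line. Amount: cell density 1000 per well. Controls: DMSO negative, 10 nM Apelin-13 positive. Signal: luminescent beta-gal fragment complementation, chemiluminescent substrate. Read-out basis: agonist-driven arrestin binding to APJ. Timing: compound stimulation 90 min at 25 °C, detection 60 min.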
ATG4B inh – ATG4B (human) cysteine protease inhibition; ATG4B cleavage of LC3-PLA2, NBD-HPC fluorescence, 1 h; inhibition, % at 8.33 µM; 340,000 compounds, 0.51% hits; AID 504462; in the data active means inhibition above about 40%
Target sequence (Q9Y4P1 whole entry, looked up): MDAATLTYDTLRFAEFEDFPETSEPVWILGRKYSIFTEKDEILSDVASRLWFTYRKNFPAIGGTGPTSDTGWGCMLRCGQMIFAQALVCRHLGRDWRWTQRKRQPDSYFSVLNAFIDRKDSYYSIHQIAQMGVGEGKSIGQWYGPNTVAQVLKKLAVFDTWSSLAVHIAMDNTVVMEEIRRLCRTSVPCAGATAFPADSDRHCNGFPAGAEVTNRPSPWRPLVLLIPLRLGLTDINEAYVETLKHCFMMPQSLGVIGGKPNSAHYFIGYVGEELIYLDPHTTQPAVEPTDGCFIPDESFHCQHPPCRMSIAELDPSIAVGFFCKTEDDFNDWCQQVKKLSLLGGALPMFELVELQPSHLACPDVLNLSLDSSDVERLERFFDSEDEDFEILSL
* = called active by the depositor; nt = no result given.

Second line of a record: EBI2 antag, CXCR6 inh, Gli-Sufu block, UBC13 polyUb, APJ ag, ATG4B inh, CCR6 antagonist, APJ antagonist
COc1ccc(N=Cc2nc(-c3ccccc3)oc2OC(=O)c2ccccc2)cc1
 : 3, 19, -55, -7, -4, 3, 36, 22
O=C(Nc1ccccc1N1CCN(c2ccccc2)CC1)c1ccccc1
 : 2, 0, 11, -2, -4, 44*, 16, -5
COc1ccc(S(=O)(=O)N2CCOC2CNC(=O)C(=O)NCCc2ccccc2OC)cc1 (centres undefined)
 : 1, -7, -3, 8, -3, -15, 2, 1
COc1ccc2[nH]c(C)c(CCNC(=S)Nc3cc(C)cc(C)c3)c2c1
 : 9, -1, 2, 5, -3, -8, 15, -9
COc1ccc(CCNC(=O)c2cccc(NC(=O)CC3SC(N4CCCCC4)=NC3=O)c2)cc1OC (centres undefined)
 : 13, -5, -2, 0, 2, 3, -6, -13
CN(C)CCCNC(=O)c1cc(C(=O)C2CCCCC2)c[nH]1
 : -3, -1, 8, -5, -2, -10, -4, 0
CSc1ccc(CN(C)CC(=O)Nc2ccc(NC(C)=O)cc2)cc1
 : -11, -11, 7, 0, 1, -3, 5, -12
CC(C)(C)OC(=O)N/N=C\c1ccc[nH]1
 : -8, -10, -6, -2, 0, -7, 5, -25
S=c1[nH]c(-c2cccs2)cn1-c1ccccc1
 : 0, 1, -29, -4, 1, 0, -7, -7
O=C(CSc1nc2c(sc3ccccc32)c(=O)n1CCCN1CCOCC1)NC1CCCC1
 : 13, 1, 11, -11, -3, -10, -5, 16
COc1cc(/C=C/C(=O)OCc2cn3cc(Cl)ccc3n2)ccc1O
 : 16, 4, -26, 16, -4, -13, 12, -18
CC1CCCC(C)N1/N=C/c1ccc(C(=O)O)cc1 (centres undefined)
 : -23, 0, -5, -3, -2, 3, 14, 1
COc1ccc(S(=O)(=O)N2CCCCC2)cc1C(=O)N1CCCCCC1
 : 1, -3, -4, 5, -4, -5, -4, 1
Cn1cc(CC(=O)N2CCN(c3ccc(Cl)cc3)CC2)c2ccccc21
 : 19, 0, 2, -2, 4, -11, 3, 13
COc1ccc(-c2cc(C(F)(F)F)n3nc(C)cc3n2)cc1
 : -1, 6, 3, 4, -3, 2, 1, -76

(listing goes on)
Second line of a record: EBI2 antag, CXCR6 inh, Gli-Sufu block, UBC13 polyUb, APJ ag, ATG4B inh, CCR6 antagonist, APJ antagonist
O=C(NNC(=O)c1sccc1-n1cccc1)c1cccs1
 : -12, -3, -8, 4, -2, 4, -1, -8
NC(=O)c1nc[nH]c1C(=O)Nc1cccc(NC(=O)c2cccc(C(F)(F)F)c2)c1
 : 0, -1, 7, -9, 4, -1, -1, 3
O=C(Nc1ccc(OCC(=O)N2CCOCC2)cc1)c1ccccc1F
 : -9, 13, -1, 1, -1, 3, 10, -1
CN1CCCC1CCOC(C)(c1ccccc1)c1ccc(Cl)cc1 (centres undefined)
 : 4, 7, 6, nt, nt, 8, 20, nt
CC1=N/C(=C\c2ccc(OC(C)C)cc2)C(=O)N1c1ccc(C(=O)O)cc1
 : -16, 8, -1, -22, -2, 0, 11, 16
Cc1cccc(Nc2nc(N)nc(CN3CCN(Cc4ccc5c(c4)OCO5)CC3)n2)c1
 : 0, 8, 1, 2, -3, -8, -3, -4
O=C(CCCn1c(=O)[nH]c2cc(Cl)ccc2c1=O)NCCCN1CCN(c2ccc(F)cc2)CC1
 : -6, -6, 10, -1, 0, -7, 5, 1
Cc1onc(-c2c(Cl)cccc2Cl)c1C(=O)NCc1ccccn1
 : 2, 3, 3, 6, -4, 3, -3, 1
COc1cc2c(cc1OC)C(c1ccc(N(C)C)cc1)CC(=O)N2 (centres undefined)
 : 4, -7, -1, 3, -4, -4, 4, -3
CCn1c(O)c(/C=C2\C=Nc3ccccc32)sc1=O
 : 19, -4, -14, -16, -1, 6, -4, -16
O=C(CSCc1ccccc1Br)NNC(=S)NCc1ccco1
 : -5, -3, 2, -4, -5, 33, -12, -2
OCCC1CN(Cc2cccn2-c2nccs2)CCN1Cc1ccc(F)c(F)c1 (centres undefined)
 : -4, -5, 23, -6, -2, 3, 13, -20
COc1cccc(NC(=O)Nc2ccc3c(c2)OCO3)c1
 : 0, -4, -90, 3, 1, 6, 4, 7
CSCCC(NC(=O)c1cccc([N+](=O)[O-])c1)c1nc2ccccc2[nH]1 (centres undefined)
 : -6, 8, -10, 2, -1, -12, 9, -15
CCN(CC)CCN(C(=O)c1cccc(N2C(=O)CCC2=O)c1)c1nc2cc3c(cc2s1)OCO3
 : 3, 3, -3, 12, -1, -1, 8, 3

Filtered by structure, the compounds so far containing a CF3 group
Second line of a record: EBI2 antag, CXCR6 inh, Gli-Sufu block, UBC13 polyUb, APJ ag, ATG4B inh, CCR6 antagonist, APJ antagonist
COc1ccc(-c2cc(C(F)(F)F)n3nc(C)cc3n2)cc1
 : -1, 6, 3, 4, -3, 2, 1, -76
NC(=O)c1nc[nH]c1C(=O)Nc1cccc(NC(=O)c2cccc(C(F)(F)F)c2)c1
 : 0, -1, 7, -9, 4, -1, -1, 3

Record cards, from the list above.
Record of S=c1[nH]c(-c2cccs2)cn1-c1ccccc1 : EBI2 antag: 0; CXCR6 inh: 1; Gli-Sufu block: -29; UBC13 polyUb: -4; APJ ag: 1; ATG4B inh: 0; CCR6 antagonist: -7; APJ antagonist: -7
Record of Cc1cccc(Nc2nc(N)nc(CN3CCN(Cc4ccc5c(c4)OCO5)CC3)n2)c1 : EBI2 antag: 0; CXCR6 inh: 8; Gli-Sufu block: 1; UBC13 polyUb: 2; APJ ag: -3; ATG4B inh: -8; CCR6 antagonist: -3; APJ antagonist: -4
Record of CSc1ccc(CN(C)CC(=O)Nc2ccc(NC(C)=O)cc2)cc1 : EBI2 antag: -11; CXCR6 inh: -11; Gli-Sufu block: 7; UBC13 polyUb: 0; APJ ag: 1; ATG4B inh: -3; CCR6 antagonist: 5; APJ antagonist: -12

Next part:
Second line of a record: EBI2 antag, CXCR6 inh, Gli-Sufu block, UBC13 polyUb, APJ ag, ATG4B inh, CCR6 antagonist, APJ antagonist
CC(=O)Nc1sc2c(c1C(c1cccs1)N1CCOCC1)CCCC2 (centres undefined)
 : 6, 5, -14, 3, 5, -2, -1, 19
Cc1ccc(CNC(=O)C2CCCN2S(=O)(=O)c2ccc(F)cc2)cc1 (centres undefined)
 : 2, -6, -3, 0, -5, -4, 10, -20
CCOc1ccc(-n2c(N)c(-c3nc4ccccc4[nH]3)sc2=S)cc1
 : 7, 9, 12, -17, -4, -8, 29, 18
COc1ccccc1-c1c(C)nn2c(N3CCCCCC3)cc(C)nc12
 : 9, -5, 10, 22, -2, 0, 3, -49
O=C(O)C1OC1(c1ccccc1Cl)c1ccccc1Cl (centres undefined)
 : -3, -3, -3, nt, nt, -3, 7, nt
Cc1ccc(Cn2c(=O)c3ccccc3n3nc(C)cc23)cc1
 : 14, 0, nt, 0, -1, -4, 0, 6
COC(=O)c1ccc(Nc2nc(-c3ccncc3)nc3ccccc23)cc1
 : -3, -10, 4, 5, -1, -7, 4, -28
CCN(CC(=O)Nc1ccc(NC(C)=O)cc1)C(=O)c1ccc2ccccc2c1
 : 2, -6, 1, -1, -4, -6, 11, -3
COc1ccc(CN2CCN(C(=O)c3cccc4ccccc34)CC2)cc1Br
 : 13, -10, 16, 12, -3, -4, 2, 17
Cc1ccc(-c2c(C(=O)N/N=C/c3ccc4c(c3)OCO4)nnn2-c2nonc2N)cc1
 : 13, 2, 4, 4, 1, -1, 21, -1
O=C(CN1c2cccc3cccc(c23)S1(=O)=O)NCc1ccc2c(c1)OCO2
 : 5, -15, 0, 8, 5, -19, 16, 6
C/C(=N/NC(=O)c1ccc(-c2ccccc2)cc1)c1cc(O)cc(O)c1
 : -13, 5, 0, 10, 8, -19, -4, -1
Cc1noc2ncnc(Sc3ccc(Cl)cc3)c12
 : 30, 7, 4, 13, -1, -2, 1, 11
CCCCCCCCCCS(=O)(=O)N/N=C/c1ccccc1OC
 : 14, 3, -5, 5, -1, -6, 7, -13
O=C(Nc1cccc(S(=O)(=O)NC2=NCCC2)c1)c1cn(-c2ccccc2)nc1-c1ccc(F)cc1
 : 18, -7, -26, -7, 1, -10, 5, 1

Following part
Second line of a record: EBI2 antag, CXCR6 inh, Gli-Sufu block, UBC13 polyUb, APJ ag, ATG4B inh, CCR6 antagonist, APJ antagonist
O=C(C[C@H]1C(=O)N(c2ccc(F)c(F)c2)C[C@@H]1Cc1ccccc1)Nc1ccccc1
 : 17, -3, 13, 16, -5, 5, 2, 24
CC(C)OCc1c(C(=O)Nc2nccs2)oc2ccccc12
 : -7, 0, -3, -5, -4, -15, 8, 8
Cc1c(C(=O)N2CCN(Cc3cccs3)CC2)oc2ccccc12
 : 9, 5, -7, 4, -2, 3, 6, 20
COc1ccccc1N(C)S(=O)(=O)c1ccc(C(=O)OC(C)C(=O)NCc2ccc3c(c2)OCO3)cc1 (centres undefined)
 : 13, -3, -11, -4, 0, -14, 6, -2
CC1=C(C(=O)OCC(C)C)C(c2ccccc2Cl)NC(=O)N1C (centres undefined)
 : 6, -2, nt, 9, -3, 10, 6, 13
COc1ccc(N2CCN(C(=O)c3ccc(SC)cc3OC)CC2)cc1
 : 14, 6, -8, -2, -3, 0, 14, 8
COc1ccc(Nc2ccccc2)c(C)c1
 : 12, -5, -1, 8, -2, -8, -3, -24
O=C(C1CCN(C2CC(=O)N(c3cccc(Cl)c3)C2=O)CC1)N1CCCC1 (centres undefined)
 : -1, -8, 1, -3, -3, -5, -8, -11
COCCCNC(=O)c1c(NC(=O)C2COc3ccccc3O2)sc2c1CCCC2 (centres undefined)
 : 12, 4, 3, 3, -4, -2, -2, 12
O=C1Nc2ccccc2C1=Nc1ccc(Cl)cc1
 : 17, 33, 7, nt, nt, -1, 65*, nt
O=C(CCCOc1ccc(Cl)cc1Cl)N/N=C/c1ccccc1
 : -6, 6, 0, 11, -3, -8, 8, 22

6 neighbouring compounds already listed, quoted:
Second line of a record: EBI2 antag, CXCR6 inh, Gli-Sufu block, UBC13 polyUb, APJ ag, ATG4B inh, CCR6 antagonist, APJ antagonist
COc1ccc(N2CCN(C(=O)c3ccc(SC)cc3OC)CC2)cc1
 : 14, 6, -8, -2, -3, 0, 14, 8
COc1ccc(Nc2ccccc2)c(C)c1
 : 12, -5, -1, 8, -2, -8, -3, -24
O=C(C1CCN(C2CC(=O)N(c3cccc(Cl)c3)C2=O)CC1)N1CCCC1 (centres undefined)
 : -1, -8, 1, -3, -3, -5, -8, -11
COCCCNC(=O)c1c(NC(=O)C2COc3ccccc3O2)sc2c1CCCC2 (centres undefined)
 : 12, 4, 3, 3, -4, -2, -2, 12
O=C1Nc2ccccc2C1=Nc1ccc(Cl)cc1
 : 17, 33, 7, nt, nt, -1, 65*, nt
O=C(CCCOc1ccc(Cl)cc1Cl)N/N=C/c1ccccc1
 : -6, 6, 0, 11, -3, -8, 8, 22

Source: PubChem
